MsrA inh – bovine MsrA inhibition; purified bovine MsrA, absorbance read-out; inhibition, % at 15.5 µM; 360,000 tested, 0.75% active; AID 651718; in the data active means inhibition above about 4.5%;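 further: 0% = vehicle wells with enzyme and 100% = reference inhibitor wells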
SKN-1 block – blocks SKN-1 activity in C. elegans | C. elegans VP596 Pgst-4::GFP/RFP ratio, acrylamide-induced, 24 h | inhibition, % at 21.8 µM | 360,000 tested, 0.49% active;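 active means interference check ratio from 0.5 to 1.5 plus GFP to RFP signal ratio inhibition reaching or exceeding a fixed threshold, cut at about 30% in these data, passing the limit was not always enough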; further: some compounds called inactive have numbers as strong as hits
eLon inh – E. coli protease La inhibition. P0A9M0. purified E. coli Lon protease, fluorescence polarization. inhibition, % at 7.94 µM. 360,000 tested, 0.42% active; in the data active means inhibition above about 13%, passing the limit was not always enough;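 further: 0% = enzyme with probe and DMSO and 100% = no enzyme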
Rin1-Abl PPI inh – inhibitors of human Rin1-Abl protein interaction; AID 588664; TR-FRET Rin1/Abl binding, biochemical; 360,000 tested, 0.4% active; inhibition, % at 7.35 µM; P00519+Q13671; in the data active means inhibition above about 5%, passing the limit was not always enough
bovine MsrA act – activators of bovine methionine sulfoxide reductase A. purified bovine MsrA, absorbance read-out. activation, % at 10.6 µM. 360,000 tested, 0.3% active. AID 602163; in the data active means activation above about 7.5%;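 further: 0% = vehicle and 100% = reference activator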
NRP1-CendR mod – NRP-1/CendR interaction modulation. O14786. FAM-RPARPAR peptide binding to NRP-1, fluorescence polarization. inhibition, % at 25 µM. 360,000 tested, 0.85% active. AID 602438;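 active means inhibition or corrected inhibition above about 18%, plus a signal ratio from 0.5 to 1.5, limit read from the data, passing the limit was not always enough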; further: strong numbers were not always called active
MT1-MMP act inh – MT1-MMP (human) activation inhibition | GFP/RFP ratio change, % at 20 µM | P50281 | HT1080 RFP-PRO-GFP cells, GFP/RFP ratio fluorescence, overnight; percent of plate control window, DMSO zero | AID 651647 | 360,000 tested, 0.061% active;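 active means GFP/RFP ratio change of at least 30% with cell ATP level not reduced by more than half and red fluorescence within 50% of control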; further: strong numbers were not always called active
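Assay system: HT1080 RFP-PRO-GFP cells. Benchmarks: DMSO vehicle wells and RFP-L50D-GFP reporter cell wells. Times: overnight cell settling, then overnight compound exposure, 37 °C, 5% CO2. Compound: 20 µM single dose, 1% DMSO. Read-out basis: GFP/RFP fluorescence ratio.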
Neddyl block – cullin neddylation inhibition; P61081+Q13564; TR-FRET cullin neddylation, biochemical; calls only at 25 µM; 360,000 tested, 0.58% active; AID 651699; in the data active means inhibition above about 36%
FAS TE block – inhibitors of human fatty acid synthase thioesterase domain; P49327; recombinant FAS-TE, OMFH fluorogenic substrate, fluorescence endpoint; inhibition, % at 15 µM; 360,000 tested, 0.67% active; AID 602261;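 active means compounds whose normalised, plate-corrected inhibition of enzyme fluorescence in the single-dose primary screen is 50% or more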;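 further: 0% = DMSO with enzyme and 100% = substrate without enzyme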
Numbers without * were called inactive; i = inactive; nt = not tested or not shown.

SMILES	MsrA inh	SKN-1 block	eLon inh	Rin1-Abl PPI inh	bovine MsrA act	NRP1-CendR mod	MT1-MMP act inh	Neddyl block	FAS TE block
Cc1ccc(-c2nc(CS(=O)(=O)CC(=O)NC3CC3)c(C)o2)cc1	1.7	26	2	3	-1	7	1	i	-2
CCOc1ccc(S(=O)(=O)NCCC2=CCCCC2)c2ccccc12	0.7	6	3	3	-1	-2	-2	i	33
CC1(C(=O)NCC2CCOCC2)Cc2c(-c3cccc(C(F)(F)F)c3)ccnc2O1 (centres undefined)	0.9	-15	-1	1	-6	7	0	i	-5
CC1(C)CC(=O)C=C(Nc2ccc(C(=O)O)cc2)C1	7.0*	-12	-1	-4	-4	-6	10	i	-5
Nn1c(SCC(=O)NCCc2ccc(S(N)(=O)=O)cc2)nnc1C1CCCCC1	1.5	5	-8	0	-2	8	-1	i	-8
COc1cc(C2C(C#N)=C(N)Oc3cc(N(C)C)ccc32)cc2c1OCO2 (centres undefined)	0.7	5	-54	0	-5	-109	-326	nt	-20
CCCC(C)C(=O)OCC(=O)Nc1c(Br)cc(C)cc1Br (centres undefined)	-0.3	2	0	0	-2	3	2	i	2
C=CC[C@@H](CC(=O)OC(C)(C)C)C(=O)OC[C@@H]1CCCN1C(=O)[C@@H](CC=C)CC(=O)N[C@@H](CO)Cc1ccccc1	-0.3	21	0	1	0	4	2	i	1
O=c1[nH]c2ccccc2c(O)c1-c1ccccc1[N+](=O)[O-]	-1.1	3	-17	-1	-7	2	5	i	0
CC(=O)/C(C#N)=C1\NC(=O)C(Cc2ccc(C)c(C)c2)S1 (centres undefined)	3.4	-32	-6	2	-5	7	-78	i	-7
CC1(Oc2cccc(C#N)c2)CCN(Cc2ccccc2OC(F)F)C1 (centres undefined)	-0.4	-14	-7	-1	-2	-1	-4	i	15
O=C(c1cccnc1)N1CCN(C(=O)c2cccc(Cl)c2)CC1	-0.5	-7	-1	1	0	1	-1	i	-8
Cc1ccc(C(=O)NC2CCCc3c2cnn3-c2ccc(F)cc2F)cn1 (centres undefined)	-1.6	-6	0	1	-6	0	4	i	-5
Cc1nnc(SCC(=O)N2CCN(S(=O)(=O)c3ccccc3)CC2)s1	0.0	-14	2	1	-4	5	-2	i	-1
Cc1ccc(C(=O)COC(=O)C(C)N2C(=O)C3C4CCC(C4)C3C2=O)cc1 (centres undefined)	1.0	6	-2	0	-4	-21	-1	i	2
OC(Cn1cccn1)c1ccccc1 (centres undefined)	-0.5	-20	-4	-1	-5	12	3	i	-6
O=C(/C=C/c1ccccc1)Nc1nnc(SCC(=O)c2ccc3ccccc3c2)s1	0.9	-5	-4	-1	-4	12	8	i	11
CC1CC(C)(C)NC(=S)N1CCCC(=O)Nc1ccc(Br)cc1 (centres undefined)	0.0	8	-2	3	-6	-38	0	i	-4
O=C(NCc1ccccn1)C(=O)NCC1OCCCN1S(=O)(=O)c1cc(F)ccc1F (centres undefined)	-0.9	-11	5	-3	-7	-2	-1	i	-5
Cc1c(C(N)=O)sc2ncn(CC(=O)N(C)C3CCCCC3)c(=O)c12	-0.8	6	-2	3	-2	-4	3	i	-4

Exported bar-delimited: twelve of the compounds above.
Compound | MsrA inh | SKN-1 block | eLon inh | Rin1-Abl PPI inh | bovine MsrA act | NRP1-CendR mod | MT1-MMP act inh | Neddyl block | FAS TE block
Cc1ccc(-c2nc(CS(=O)(=O)CC(=O)NC3CC3)c(C)o2)cc1 | 1.7 | 26 | 2 | 3 | -1 | 7 | 1 | i | -2
CCOc1ccc(S(=O)(=O)NCCC2=CCCCC2)c2ccccc12 | 0.7 | 6 | 3 | 3 | -1 | -2 | -2 | i | 33
CC1(C(=O)NCC2CCOCC2)Cc2c(-c3cccc(C(F)(F)F)c3)ccnc2O1 (centres undefined) | 0.9 | -15 | -1 | 1 | -6 | 7 | 0 | i | -5
CC1(C)CC(=O)C=C(Nc2ccc(C(=O)O)cc2)C1 | 7.0* | -12 | -1 | -4 | -4 | -6 | 10 | i | -5
Nn1c(SCC(=O)NCCc2ccc(S(N)(=O)=O)cc2)nnc1C1CCCCC1 | 1.5 | 5 | -8 | 0 | -2 | 8 | -1 | i | -8
COc1cc(C2C(C#N)=C(N)Oc3cc(N(C)C)ccc32)cc2c1OCO2 (centres undefined) | 0.7 | 5 | -54 | 0 | -5 | -109 | -326 | nt | -20
CCCC(C)C(=O)OCC(=O)Nc1c(Br)cc(C)cc1Br (centres undefined) | -0.3 | 2 | 0 | 0 | -2 | 3 | 2 | i | 2
C=CC[C@@H](CC(=O)OC(C)(C)C)C(=O)OC[C@@H]1CCCN1C(=O)[C@@H](CC=C)CC(=O)N[C@@H](CO)Cc1ccccc1 | -0.3 | 21 | 0 | 1 | 0 | 4 | 2 | i | 1
O=c1[nH]c2ccccc2c(O)c1-c1ccccc1[N+](=O)[O-] | -1.1 | 3 | -17 | -1 | -7 | 2 | 5 | i | 0
CC(=O)/C(C#N)=C1\NC(=O)C(Cc2ccc(C)c(C)c2)S1 (centres undefined) | 3.4 | -32 | -6 | 2 | -5 | 7 | -78 | i | -7
CC1(Oc2cccc(C#N)c2)CCN(Cc2ccccc2OC(F)F)C1 (centres undefined) | -0.4 | -14 | -7 | -1 | -2 | -1 | -4 | i | 15
O=C(c1cccnc1)N1CCN(C(=O)c2cccc(Cl)c2)CC1 | -0.5 | -7 | -1 | 1 | 0 | 1 | -1 | i | -8

Continuation:
SMILES	MsrA inh	SKN-1 block	eLon inh	Rin1-Abl PPI inh	bovine MsrA act	NRP1-CendR mod	MT1-MMP act inh	Neddyl block	FAS TE block
COc1ccc(CC(=O)Nc2ccc(C(=O)NC(C)(C)C)cc2)cc1	0.2	-2	-4	0	-2	15	1	i	-15
CC(=O)N=c1c(C#N)cc2c(=O)n3cccc(C)c3nc2n1Cc1ccco1	0.6	11	7	-3	-6	-26	-3	nt	6
CCN(c1ccccc1)S(=O)(=O)c1ccc2[nH]cc(C(=O)N3CCOCC3)c(=O)c2c1	1.0	-11	1	0	-5	2	4	i	-7
Cc1cc(C)c(C)c(S(=O)(=O)Nc2ccc(C(=O)N3CCCC3)cc2)c1C	0.5	15	-1	0	-3	10	0	i	-1
CCCCNC(=O)C1(C)CCCCN1C(=O)c1cc(-c2ccccc2)cs1 (centres undefined)	0.3	10	11	0	1	-2	-2	i	4
CC1C(=O)N2CCCc3cc(NC(=O)C(=O)NCCc4ccccc4)cc1c32 (centres undefined)	-0.8	-7	4	-2	-6	5	14	i	2
Cc1ccc(S(=O)(=O)CC(=O)N2CCN(c3ccc(F)cc3)CC2)cc1	-1.2	0	5	-4	-4	8	-4	i	-13
COCCN(C(=O)Cc1cccs1)C(C(=O)NCc1ccc(OC)cc1)c1ccc(OC)cc1 (centres undefined)	-0.3	0	-4	-4	-2	-7	-1	i	2
O=C(COC(=O)c1ccc(Br)c(S(=O)(=O)N2CCOCC2)c1)NC1CC1	0.0	0	-5	0	-2	9	4	i	-3
Cc1cccc(C)c1NC(=S)N1CCC(N(C)CC2CCCO2)CC1 (centres undefined)	-1.3	13	-8	2	-1	-6	1	i	-8
Cc1cccc(C)c1NC(=O)C1(C)CSCC(=O)N1CCCN1CCOCC1 (centres undefined)	-0.5	8	nt	nt	nt	-8	-2	i	nt
CC(=O)c1ccc(NC(=O)COC(=O)CCc2ccc(S(=O)(=O)N3CCOCC3)cc2)cc1	-0.1	3	-9	-5	-10	12	4	i	-2
Cc1cc(NC(=O)COC(=O)c2cc3c(s2)CCC(C)C3)no1 (centres undefined)	0.4	0	-8	3	-3	6	0	i	2
Cc1ccc(C(=O)OCC(=O)Nc2ncc(Cl)cc2Cl)cc1NC(=O)c1ccco1	0.9	6	2	-2	2	-13	-2	i	-2
Cc1ccn2cc(CSc3ccccc3N)nc2c1	0.8	-11	13	1	-11	-2	nt	i	-6
CC(=O)Nc1ccc(-c2ccnc3c2CC(C)(C(=O)NCc2ccc(N4CCN(C)CC4)cc2)O3)cc1 (centres undefined)	-0.1	15	-15	8.7*	4	-5	-3	i	-5
O=C1CCn2nc(-c3ccc(Cl)cc3)cc2N1	0.4	9	-13	2	-1	-5	-2	i	-7
CCOC(=O)c1c(N)sc(C(=O)N2CCCC(C(N)=O)C2)c1C (centres undefined)	-0.2	3	-2	-2	-2	5	-1	i	-9
CC1CC(C(F)(F)F)n2ncc(C(=O)O)c2N1 (centres undefined)	0.2	-21	-1	-1	-2	8	-3	i	-5
CCC1C(C#N)=C(N)OC2=C1C(=O)CC(C)(C)C2 (centres undefined)	0.5	15	15	-4	-3	-3	-3	i	-5
O=C(CCN1C(=O)/C(=C/c2ccc(Cl)cc2)SC1=S)Nc1ccc(C(=O)O)cc1	-0.3	-6	-6	5	-6	-52	6	i	10
O=C(Nc1cccc2ccccc12)c1csc([C@@H]2O[C@H](CO)[C@H](O)[C@H](O)[C@H]2O)n1	-0.3	-12	3	-4	-6	-10	-2	i	-8
Oc1ccc(/C=N/NC(=S)NCCN2CCOCC2)c(O)c1	4.1	1	5	3	-2	-8	6	i	-6
O=C(Nc1nnc(-c2ccc(F)cc2)o1)c1ccco1	2.4	7	0	-1	-2	-6	3	i	-1
COc1ccc(/C=C2/SC(=O)N(CCNC(=O)C3CCCN3C(=O)c3cccs3)C2=O)cc1 (centres undefined)	5.6*	1	2	0	-5	-7	0	i	-3
O=[N+]([O-])c1ccccc1/C=N/Nc1nc(N2CCCC2)nc(N2CCCC2)n1	1.2	-1	-3	1	0	-8	3	i	16
CCCC(NC(=O)Cc1c(C)c2cc3c(C)c(C)oc3c(C)c2oc1=O)C(=O)N[C@@H](Cc1ccccc1)C(=O)O (some centres undefined)	-0.1	6	-5	-4	-6	-74	2	i	-10
Nc1nnc(Cc2ccc(Cl)cc2Cl)s1	-0.3	11	-4	-1	4	2	-1	i	-5
CC(C)(C)S(=O)N1Cc2cn(Cc3ccccc3)c(=O)cc2[C@@H]1CCO (some centres undefined)	0.2	-9	-4	-1	-9	0	-1	i	-7
Cc1ccc(S(=O)(=O)NCc2ccc(C(=O)N(C)CCC#N)cc2)cc1	1.1	8	-5	3	-1	3	-3	i	-4
CC(C)(CO)NC(=S)NCc1ccco1	-0.8	2	4	0	-3	-12	-4	i	-4
CCC1CCCCN1S(=O)(=O)c1ccc(NC(=O)C2CCN(C(=O)c3ccco3)CC2)cc1 (centres undefined)	0.5	19	-1	6	-2	2	-3	i	1
O=S(=O)(NCCC1=CCCCC1)c1ccccc1Cl	-0.2	-23	1	1	-6	-5	8	i	11
CC1(C)NC(=O)N(CC(O)CN2CCOCC2)C1=O (centres undefined)	-0.5	-21	-4	0	-12	0	-4	i	-8
O=C(c1cc(-c2ccco2)on1)N1CCN(C(c2ccccc2)c2ccccc2)CC1	0.5	4	7	-3	2	-9	-22	i	29
Cc1cccc(NC2=C(Cl)C(=O)OC2OC(C)C)c1 (centres undefined)	1.5	2	-8	5	-5	12	1	i	-3
COc1ccc(OC)c(C2=NO[C@@H]3C(=O)N(c4cc(Cl)ccc4OC)C(=O)[C@H]23)c1	-0.4	-5	2	1	-4	10	-1	i	22
CS(=O)(=O)c1cnc(-c2ccccc2)nc1Oc1ccc(Cl)cc1	-0.3	-4	-1	2	0	23*	-3	i	-7
COc1ccc(CN2C(=O)COc3ccccc3C2c2nc3ccccc3[nH]2)cc1 (centres undefined)	-1.0	2	4	nt	-2	-2	1	i	-8

Screens from PubChem.
